From PubChem
PAD4 FP inh: blocks human protein arginine deiminase 4. 330,000 tested, 0.41% active. recombinant PAD4, RCA probe fluorescence polarization. inhibition, % at 6.36 µM. Q9UM07;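 active = percent inhibition above a cutoff equal to the mean of all tested compounds plus 3 SD, cut at about 15% in these data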;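 also: 0% = PAD4 with RCA probe and DMSO and 100% = probe without PAD4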
PREPL inhibitor: human PREPL enzyme inhibition; recombinant PREPL, fluorescence polarization activity-based probe; inhibition, % at 5.96 µM; 320,000 tested, 0.68% active; in the data active = inhibition above about 43%;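 also: 0% = enzyme with DMSO and 100% = wells lacking enzyme; many of its hits are not listed in these tables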
LYPLA2 counter: blocks human lysophospholipase 2, a PME1 counter-screen; O95372; recombinant LYPLA2, FP-Rh probe fluorescence polarization; inhibition, % at 5.9 µM; 320,000 tested, 0.38% active;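 active = inhibition above the screen-wide mean plus 3 SD, limit set per campaign, cut at about 26% in these data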;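 also: 0% = LYPLA2 with DMSO and 100% = wells lacking LYPLA2 enzyme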
Target sequence (O95372 whole entry, looked up): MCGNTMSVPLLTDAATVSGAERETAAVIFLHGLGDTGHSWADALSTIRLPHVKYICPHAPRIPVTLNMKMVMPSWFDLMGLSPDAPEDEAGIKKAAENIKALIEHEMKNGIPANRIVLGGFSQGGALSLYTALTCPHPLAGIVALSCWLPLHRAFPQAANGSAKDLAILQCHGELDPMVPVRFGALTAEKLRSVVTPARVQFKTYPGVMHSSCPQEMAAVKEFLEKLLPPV
GSTO1 inh: GSTO1 inhibition, counter-screen for RBBP9 inhibitors. P78417. recombinant GSTO1, activity-based probe fluorescence polarization. inhibition, % at 5.96 µM. 300,000 tested, 1.1% active. AID 1974;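 active = inhibition above the campaign mean inhibition plus 3 SD, cut at about 35% in these data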;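 also: 0% = GSTO1-1 with DMSO and 100% = wells lacking GSTO1-1 enzyme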
PAFAH1B3 inh: blocks human PAF acetylhydrolase 1B catalytic subunit 3; AID 492972; Q15102; inhibition, % at 3.39 µM; recombinant PAFAH1B3, FP-rhodamine probe, fluorescence polarization; 340,000 tested, 0.28% active;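 active = inhibition above the screen-wide average of all tested compounds plus 3 SD, cut at about 25% in these data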;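 also: 0% = enzyme with DMSO only and 100% = wells lacking PAFAH1B3 protein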
Target sequence (Q15102 whole entry, looked up): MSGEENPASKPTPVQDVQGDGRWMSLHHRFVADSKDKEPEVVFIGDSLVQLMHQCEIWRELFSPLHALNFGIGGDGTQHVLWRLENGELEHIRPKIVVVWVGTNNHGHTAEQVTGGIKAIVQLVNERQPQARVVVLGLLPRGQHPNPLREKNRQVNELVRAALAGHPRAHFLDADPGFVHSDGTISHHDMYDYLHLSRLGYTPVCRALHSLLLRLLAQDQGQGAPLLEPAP
PAFAH2 inh: inhibitors of human PAFAH2 | recombinant PAFAH2, FP-rhodamine activity probe, fluorescence polarization | inhibition, % at 3.39 µM | 340,000 tested, 0.99% active | AID 492956;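 active = inhibition above the mean over all tested compounds plus 3 SD, cut at about 30% in these data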;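 also: inhibitors block probe labeling of enzyme so polarization drops; 0% = enzyme with DMSO and 100% = wells lacking PAFAH2 protein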
EBNA-1 inhibitor: blocks EBNA-1 binding to DNA | EBNA-1 DNA binding, fluorescence polarization | 300,000 tested, 0.34% active | inhibition, % at 14.8 µM; in the data active = inhibition above about 28%
ZTA DNA inh: counter-screen for EBNA-1 inhibitors: inhibitors of Epstein-Barr virus ZTA; 320,000 tested, 0.15% active; P03206; inhibition, % at 11 µM; ZTA-DNA binding, fluorescence polarization; in the data active = inhibition above about 33%
Target sequence (P03206 whole entry, looked up): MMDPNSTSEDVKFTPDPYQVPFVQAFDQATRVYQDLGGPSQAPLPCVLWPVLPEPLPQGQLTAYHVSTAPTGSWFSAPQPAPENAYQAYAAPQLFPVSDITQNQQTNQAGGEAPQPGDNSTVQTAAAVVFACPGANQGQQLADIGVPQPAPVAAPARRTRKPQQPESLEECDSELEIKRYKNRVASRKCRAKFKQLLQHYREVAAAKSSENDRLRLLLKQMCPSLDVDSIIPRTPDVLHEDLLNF
LYPLA1 counter: blocks human lysophospholipase 1, a PME1 counter-screen. O75608. AID 2174. recombinant LYPLA1, FP-Rh probe fluorescence polarization. inhibition, % at 5.9 µM. 320,000 tested, 0.16% active;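 active = inhibition above the mean of all tested compounds plus 3 SD, set per campaign, cut at about 14% in these data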;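 also: inhibitors block serine hydrolase probe labeling of LYPLA1 so polarization falls; 0% = enzyme with DMSO and 100% = wells lacking LYPLA1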
Target sequence (O75608 whole entry, looked up): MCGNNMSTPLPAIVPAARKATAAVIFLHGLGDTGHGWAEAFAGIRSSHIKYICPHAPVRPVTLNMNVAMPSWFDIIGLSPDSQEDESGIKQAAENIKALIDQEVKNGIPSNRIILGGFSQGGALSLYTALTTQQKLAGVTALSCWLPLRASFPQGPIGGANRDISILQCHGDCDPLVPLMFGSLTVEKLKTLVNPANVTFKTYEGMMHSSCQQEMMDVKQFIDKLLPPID
Starred values were filed as active, the others as inactive; nt = not tested or not shown. These rows are one share of the data; count on the stated rates, not on these rows.

SMILES | PAD4 FP inh | PREPL inhibitor | LYPLA2 counter | GSTO1 inh | PAFAH1B3 inh | PAFAH2 inh | EBNA-1 inhibitor | ZTA DNA inh | LYPLA1 counter
CC(c1nccs1)N(C)C(=O)CCc1nnc(-c2ccc(-c3ccccc3)cc2)o1 (stereo not drawn) | -1 | 27 | -2 | -4 | 10 | 0 | -5 | -10 | -5
COc1ccc(/C(C)=N/NC(=O)c2cc(-c3cccnc3)nc3ccccc23)cc1 | -2 | 12 | 7 | 3 | 5 | 2 | -5 | -10 | 5
COc1ccc(-c2[nH]c(-c3ccccc3)nc2SCC(=O)NC2CCCC2)cc1 | -5 | 7 | 2 | 3 | 7 | 1 | 1 | 10 | -1
CN1CCN(c2ccc(C(=O)c3ccc(F)cc3)cc2)CC1 | 1 | 2 | 4 | -1 | 3 | 0 | -4 | 15 | 2
O=C(Nc1ccc(N2CCCC2)cc1)c1cccc(-c2cc3ccccc3oc2=O)c1 | 2 | 10 | -7 | 0 | 13 | -12 | -15 | 6 | -13
Cc1ccc(NCc2ccc([N+](=O)[O-])s2)cc1 | -3 | 12 | 1 | 13 | 0 | 3 | -4 | -5 | 1
CC1SCC(=O)N(CC(=O)NC2CCCCC2)C1=O (stereo not drawn) | 1 | 4 | -3 | 5 | 2 | 1 | -7 | 7 | 2
COCCn1c(SCC(=O)N2CC(C)OC(C)C2)nc2c([nH]c3ccccc32)c1=O (stereo not drawn) | -9 | 8 | -1 | 1 | -3 | -5 | -9 | 6 | 0
CCOC(=O)c1ccc(NC(=O)CSc2nnc(CNC(=O)c3ccccc3F)o2)cc1 | -1 | 17 | 8 | 9 | 2 | -5 | 5 | -11 | 0
CCOC(=O)C1CCCN(Cc2ccc(OCc3ccccc3)cc2)C1 (stereo not drawn) | -4 | 15 | -6 | -2 | -2 | -2 | -4 | -4 | 1

3 compounds from above with just PAD4 FP inh.
molecule	PAD4 FP inh
COc1ccc(/C(C)=N/NC(=O)c2cc(-c3cccnc3)nc3ccccc23)cc1	-2
COc1ccc(-c2[nH]c(-c3ccccc3)nc2SCC(=O)NC2CCCC2)cc1	-5
CN1CCN(c2ccc(C(=O)c3ccc(F)cc3)cc2)CC1	1

Next compounds follow:
SMILES | PAD4 FP inh | PREPL inhibitor | LYPLA2 counter | GSTO1 inh | PAFAH1B3 inh | PAFAH2 inh | EBNA-1 inhibitor | ZTA DNA inh | LYPLA1 counter
Cc1cccc(OCC(=O)Nc2ccc(CN3CCOCC3)cc2)c1C | 3 | 28 | 6 | -1 | 3 | -2 | 12 | 18 | 5
COc1ccc(CC(=O)NC(C)c2nnc(SCC(=O)c3ccc(Br)cc3)n2C)cc1 (stereo not drawn) | 3 | 10 | 5 | 29 | 9 | 5 | 1 | -3 | 0
Cc1cc(Cl)ccc1OCCCC(=O)OCC(N)=O | 2 | 0 | 2 | 15 | 7 | 2 | -5 | -4 | -4
COc1ccc(C(=O)NCC(=O)OCC(=O)c2c(C)[nH]c3ccccc23)cc1OC | 0 | 1 | nt | nt | 20 | 1 | nt | nt | nt
CC(C(=O)N1CCCCC1)N1CCN(S(=O)(=O)c2ccc(Cl)cc2)CC1 (stereo not drawn) | -3 | 12 | 10 | nt | 7 | 2 | nt | -2 | 5
O=S1(=O)CC(NCc2ccccc2)C(Nc2ccc(Cl)cc2)C1 (stereo not drawn) | 1 | 1 | 0 | 5 | 5 | 2 | 5 | -1 | 2
Cc1ccc(NS(=O)(=O)c2ccc(C(=O)N3CCOCC3)cc2)cc1 | 4 | 7 | 4 | 1 | 9 | 9 | 7 | -7 | -2
CCN(CC)S(=O)(=O)c1ccc(NC2c3ncccc3C(=O)N2Cc2ccccc2)cc1 (stereo not drawn) | -2 | 0 | 3 | 8 | -4 | -6 | 6 | -2 | -3
O=C(CC1C(=O)NCCN1Cc1ccc(-c2ccccc2)cc1)NCC1CC1 (stereo not drawn) | -3 | 32 | -1 | 5 | 3 | -7 | 4 | 6 | 1
O=C(Cn1nnc(-c2ccc(Cl)cc2)n1)NCc1ccco1 | -1 | 10 | 5 | 5 | 3 | 1 | -6 | -2 | -2
O=C(/C=C/c1ccc([N+](=O)[O-])cc1)NCCN1C(=O)S/C(=C\c2ccc(F)cc2)C1=O | 0 | 7 | 0 | 6 | 9 | -4 | 8 | 13 | -1
COc1ccc(C(NC(=O)C2C3C=CC(C3)C2C(=O)O)c2ccccc2)cc1 (stereo not drawn) | -5 | 6 | 0 | 1 | -3 | -2 | -4 | 9 | -2
COc1ccc(-c2cc(-c3nnc(-c4ccncc4)o3)c3ccccc3n2)cc1 | -4 | 3 | -7 | 2 | -6 | -27 | 10 | 3 | -8
C#CCCCCCCC#CCN(C)C | -2 | 2 | -8 | 0 | 3 | -6 | -2 | 1 | -5
CC(=O)OCc1cc2cccc(C)c2[nH]c1=O | 0 | 7 | 8 | 4 | 4 | -1 | -2 | -7 | 2
O=C(CSc1nccn1-c1ccc(F)cc1)Nc1ccc2c(c1)OCO2 | -7 | -2 | 0 | 10 | 5 | 8 | -1 | 9 | -2
COc1ccc(NC2=Nc3cccc4cccc2c34)cc1 | -3 | 14 | 2 | -2 | 6 | 8 | -5 | 4 | 6
O=C(Cc1ccccc1)N1CCN(S(=O)(=O)c2cccc([N+](=O)[O-])c2)CC1 | -8 | 6 | -10 | 8 | 4 | 1 | -9 | 13 | -4
Cc1[nH]c2ccccc2c1C(=O)/C=C\c1ccccc1Cl | 3 | 1 | -11 | -12 | 5 | -13 | 6 | 1 | -3
CCc1nnc(NC(=O)CSc2ccc(-c3ccc(C)cc3)nn2)s1 | -1 | -5 | -8 | 34 | 2 | 7 | -1 | -8 | -5
CNC(=O)c1ccsc1NC(=O)CS(=O)(=O)c1ccc(Cl)cc1 | -1 | 0 | 3 | 19 | 11 | 5 | -6 | -7 | -3
COc1ccc(CNC(=O)CCc2c(C)nc3cc(-c4ccccc4OC)nn3c2C)cc1 | -3 | -7 | 6 | -12 | -1 | -6 | -3 | 0 | -1
CCOC(=O)c1c(-c2ccc(C)o2)csc1NC(=O)CN1CCN(CC)CC1 | 1 | 20 | 2 | -2 | 0 | 13 | 14 | -3 | 1
CCCSc1nnc2[nH]c(=O)cc(N)n12 | -1 | 3 | 0 | 0 | 2 | 0 | -10 | 13 | 0
Cc1ccccc1NS(=O)(=O)c1ccc(-c2ccc(=O)[nH]n2)o1 | -3 | 1 | 4 | 1 | 8 | -5 | 4 | 14 | -2
CN(C)CCCNCC(=O)NN(c1ccccc1)c1ccccc1 | -6 | 20 | -7 | 0 | nt | nt | 5 | 18 | 0
CC(C)c1nc2oc3c(=O)[nH]cnc3c2c2c1COC(C)(C)C2 | 2 | -6 | 6 | -8 | 3 | -5 | -3 | -2 | -2
N=c1n(CCN2CCCCC2)c2ccccc2n1CC(=O)c1cccs1 | -4 | 30 | 5 | -9 | 4 | -9 | 3 | 6 | 2
O=C(OCCN1C(=O)c2cccc3c(N4CCOCC4)ccc(c23)C1=O)c1ccc(Cl)cc1Cl | -6 | 7 | -17 | -6 | 1 | -3 | -3 | -8 | -10
Cc1cc(Br)c(NC(=O)COC(=O)CC2CC3CCC2C3)c(Br)c1 (stereo not drawn) | 0 | -4 | nt | nt | 8 | 74* | nt | nt | nt
O=C(C[C@H]1C/C=C\CC[C@H](Cc2ccc(F)cc2)C(=O)OC[C@H]2CCCN2C1=O)N[C@H](CO)Cc1ccccc1 | -3 | 34 | nt | nt | 6 | 8 | nt | nt | nt
CCN(CC)c1ccc(C2NC(=O)NC(C)=C2C(=O)Nc2ccccc2)cc1 (stereo not drawn) | -4 | -9 | -22 | -1 | -5 | -9 | 5 | 14 | -13
CCOc1ccc(Cn2nnc(C(=O)Nc3cc(OC)cc(OC)c3)c2N)cc1 | -1 | -8 | -7 | -1 | 3 | -6 | 3 | 4 | -2
CC1CN(c2nc(-c3ccc(Br)cc3)nnc2-c2ccccc2)CC(C)N1 (stereo not drawn) | 0 | 4 | 9 | 6 | 2 | -2 | -3 | 2 | -2
CCCCN=c1scc(-c2ccc3c(c2)NC(=O)CO3)n1N=C1CCCC1 | -5 | 15 | 6 | 16 | 4 | -3 | -1 | 2 | 1
CCc1sc(C(=O)Nc2ccc(N3CCOCC3)cc2)cc1C | -4 | 18 | nt | nt | 5 | 11 | nt | nt | nt
Cc1cccc(CN2CCN(Cc3ccco3)CC2)c1 | -1 | -3 | 3 | 5 | 5 | -2 | -11 | 8 | 2
O=C1SC(c2ccccc2)=N/C1=C/c1ccco1 | -10 | 5 | -2 | 9 | -4 | 8 | -6 | -4 | 0
O=C(N/N=C/c1cccc(Oc2ccccc2)c1)c1ccccc1Br | 4 | -2 | -11 | 0 | 7 | -4 | -5 | -8 | -9
CCOC(=O)C(C(C)=O)c1c(Br)c(O)c(O)c2c(C(=O)c3ccc(C)cc3)coc12 (stereo not drawn) | 2 | 16 | 3 | 67* | 5 | 11 | 8 | 9 | -5
NS(=O)(=O)c1cccc(NC(=O)CC23CC4CC(C2)CC(CC(=O)Nc2cccc(S(N)(=O)=O)c2)(C4)C3)c1 | -1 | -11 | 0 | 5 | 7 | -4 | 1 | -15 | -3
CCCCOc1ccc(C2=CSC3=NCCN23)cc1[N+](=O)[O-] | -2 | 7 | 1 | 1 | 4 | 2 | -7 | 0 | -2
CCOc1ccc(C(c2c(NC(=O)c3ccccc3)sc(C)c2C)N2CCN(C)CC2)cc1 (stereo not drawn) | 1 | 15 | 2 | -1 | 6 | 2 | 15 | 7 | -1
CCOc1ccc(NC(=O)CN(C)C(=O)c2cn(-c3ccc(F)cc3)nc2-c2cccc(OC)c2)cc1OCC | 1 | -3 | -13 | -6 | 1 | -1 | -19 | 2 | -3
CCOC(=O)C1CCN(S(=O)(=O)c2ccc3c(c2)CC(=O)N3)CC1 | 2 | -12 | -5 | 3 | 2 | -8 | -6 | 7 | -2
O=C(NCCCCc1ccccc1)c1ccccc1Br | 0 | 5 | 1 | -1 | nt | nt | 2 | 5 | -1
CC(c1ccccc1)N1C(=O)NC(NC(=O)c2cccnc2)(C(F)(F)F)C1=O (stereo not drawn) | -1 | 1 | 3 | 1 | 10 | 19 | 12 | -1 | 0
CCOC(=O)C1CCCN(c2nc(C)nc3c2oc2ccccc23)C1 (stereo not drawn) | -3 | -3 | 4 | -2 | 7 | -9 | -10 | -3 | -3
COc1cc(C(=O)N2CCN(c3ccccc3OC)CC2)c([N+](=O)[O-])cc1OC | 0 | 6 | 4 | -1 | 8 | 1 | -1 | 1 | 1
O=[N+]([O-])c1c(Nc2ccc(Br)cc2)ccc2nonc12 | -2 | 0 | 13 | 6 | 1 | 5 | 6 | -14 | 7
Later entries
SMILES | PAD4 FP inh | PREPL inhibitor | LYPLA2 counter | GSTO1 inh | PAFAH1B3 inh | PAFAH2 inh | EBNA-1 inhibitor | ZTA DNA inh | LYPLA1 counter
CC(=O)c1cccc(-n2c(CCC(=O)O)ccc2-c2cccs2)c1 | -1 | 18 | 0 | 8 | 11 | 17 | -4 | -17 | 2
O=C(CN1C(=O)COc2ccc(Cl)cc21)N1CCc2ccccc21 | 0 | -2 | -1 | -2 | -8 | 3 | 3 | 12 | -2
CCOC(=O)Nc1ccc(S(=O)(=O)Nc2cc(C)on2)cc1 | -4 | 7 | 0 | 0 | 2 | 5 | -2 | -6 | 0
Cc1ccc(C(=O)c2oc3ccccc3c2NC(=O)c2cc(-c3cc(C)ccc3O)n[nH]2)cc1 | -1 | 9 | -25 | -11 | -6 | -21 | 22 | -2 | -13
CNC(=O)COc1ncnc2scc(-c3ccc(F)cc3)c12 | -3 | 2 | 12 | 1 | 6 | 0 | -2 | 10 | 4
